Compound activity: PubChem, Small Molecule Screening Facility, UW Madison
SSB-PriA inh – inhibitors of Klebsiella pneumoniae PriA binding to SSB C-terminal tail; AlphaScreen SSBct-PriA binding, biotinylated peptide; inhibition, % at 33 µM; actives 0.6% (n = 430,000); in the data active = inhibition mostly above about 37%, no sharp cut-off; inactive = mostly below about 20%;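 also: plate controls were negative control peptide for no effect and reference peptide for full effect; strong numbers were not always called active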
Active calls of the source: *; & = joins results of further samples.

entry	mol	SSB-PriA inh
1	CCC(C(=O)N1CCN(c2ccc(-c3ccncc3)nn2)CC1)c1ccccc1 (stereo unspecified)	3
2	COc1ccc(Nc2ccc3c(=O)c(-c4ccccc4OC)c(C)oc3c2)c(OC)c1	14
3	COc1cc(/C=c2/sc3n(c2=O)C(c2cccs2)C(C(=O)Nc2ccccc2C)=C(C)N=3)ccc1O (stereo unspecified)	0
4	COCCCNC(=O)c1ccc(Cn2c(=O)c3ccccc3n(CC(=O)Nc3ccc(OC)c(OC)c3)c2=O)cc1	3
5	COc1ccc(-c2csc(CN3CCN(C(=O)c4ccc5c(c4)OCO5)CC3)n2)cc1	8&15
6	CCOC(=O)c1ccccc1NC(=O)Cn1nc(C2CCCN(S(C)(=O)=O)C2)n(C)c1=O (stereo unspecified)	-9
7	CCOC(=O)CCC(=O)N1CCC(Oc2ccc(C)nn2)CC1	-4
8	Cn1cccc1CN(C(=O)CCS(=O)(=O)c1ccccc1)C1CC1	-10
9	O=C(Cc1cc(-c2ccco2)on1)Nc1ccc2c(c1)OCCO2	9
10	O=C(NN=Cc1ccc2c(c1)OCO2)c1ccc(NS(=O)(=O)c2cccs2)cc1	-5
11	Cc1nc2c([nH]1)C[C@@H](C(=O)NC1CCN(Cc3ccccc3)CC1)CC2	-17
12	CCN1C(=O)Cc2cc(NC(=O)C34CC5CC(CC(C5)C3)C4)ccc21	16
13	COc1cccc(C(O)=C2C(=O)C(=O)N(CCN(C)C)C2c2ccncc2)c1 (stereo unspecified)	-14
14	O=C(NCc1cncc(-c2cccs2)c1)C1CCOC1 (stereo unspecified)	-8
15	O=C(COc1ccc(Cl)cc1)NCC(c1ccco1)N1CCc2ccccc2C1 (stereo unspecified)	-26
16	CCCS(=O)(=O)NCCNC(=O)c1ccc(NC(=O)C2CC2)cc1	-15&-4
17	O=S(=O)(NCCC(O)c1cccc2ccccc12)c1cccs1 (stereo unspecified)	-1
18	O=c1cccnn1CCNS(=O)(=O)c1ccc2c(c1)CCCC2	-5
19	O=C1c2cccc3cccc(c23)C(=O)N1CC(=O)N1CCCc2ccccc21	-10
20	COc1ccc([C@H]2CCCCN(C(=O)CC3CC3)C2)cc1	-2
21	COc1ccc(C2=NN(S(C)(=O)=O)C(c3ccc(Cl)c(F)c3)C2)c(OC)c1 (stereo unspecified)	-22
22	CC1=C(C(=O)Nc2ccccc2C)C(c2cccs2)C(C#N)C(SCC(=O)c2ccc(-c3ccccc3)cc2)=N1 (stereo unspecified)	2
23	COc1cc(C)c(C)cc1S(=O)(=O)NC[C@@H](c1ccco1)N(C)C	6
24	O=C(Nc1ccccc1Cc1nc(-c2cccs2)no1)c1ccc2ncsc2c1	-12
25	CC(CC(=O)Nc1ccc(Cl)cc1C(F)(F)F)=NNC(=O)c1ccccn1	6
26	NC(=O)c1c(NC(=O)CN2CCOCC2)sc2c1CCCCC2	9
27	COc1ccccc1C=NNC(=O)c1ccc2c(c1)OCO2	-2
28	CCOC(=O)N1CCN(C(=O)c2cc(-c3sc(C)nc3C)[nH]n2)CC1	0
29	Cc1ccc(-c2ccc(N3CCN(C(=O)C4CCCC4)CC3)nn2)cc1C	-2
30	CCOc1ccc2nc(NC(=O)c3cc(=O)c(OC)co3)sc2c1	-4
31	COc1cccc(NC(=O)CSc2nc3c(-c4ccccc4)c[nH]c3c(=O)n2C2CC2)c1	-6
32	CC1CCC(CN)CC1 (stereo unspecified)	1
33	COc1ccc(SCCC(=O)Nc2sccc2C#N)cc1	1&5
34	CC(=O)N1CCc2ccc(NC(=O)c3cccc(F)c3)cc2C1	5
35	COc1ccc(OC)c2sc(N(CC3CCCO3)C(=O)c3ccn(C)n3)nc12 (stereo unspecified)	-10
36	CCOC(=O)N1CCN(C(=O)[C@@H]2CSc3nc(C)c(CC)c(=O)n3C2)CC1	-24
37	Cc1nc(OCC(=O)Nc2nc3ccccc3[nH]2)cc(-n2cccn2)n1	-12
38	O=C1CN(C(=O)Cc2cccs2)c2ccccc2N1	3
39	COc1ccc(C2c3c(ccc4ccccc34)Oc3ncn4nc(CON=Cc5ccccc5)nc4c32)cc1 (stereo unspecified)	-2
40	Cc1cc(NN=C(CCC(=O)O)C(=O)O)nc2ccccc12	1
41	O=C(NCc1cccnc1-c1cccs1)C1CC=CCC1 (stereo unspecified)	-12
42	O=C(NCc1ccccc1)N1CC(c2nc(-c3ccsc3)no2)C1	-6
43	Cc1cc(-n2nc(C)cc2C)n2nc(C(F)(F)F)nc2n1	-6
44	Cc1nnc(-c2cc3ccccc3n2CC(=O)Nc2ccc(Br)cc2)o1	-5
45	COc1cccc(Cn2c(SCc3c(C)noc3C)nc3c(oc4ccccc43)c2=O)c1	-1
46	C=CCCC(=O)NC[C@](C)(O)COC	1
47	CC(C)(C)OC(=O)N1CCNCC1	0
48	N#Cc1c(NC(=O)c2ccc(Br)cc2)sc2c1CCC2	-13
49	O=S(=O)(c1ccc2c(c1)OCCO2)N1CCCC(c2nnc(-c3ccccc3F)s2)C1 (stereo unspecified)	-22
50	CC(=O)N1CC(C(=O)N2CCC(C)CC2)C1	-1
51	NC(=O)C1CCN(C(=O)CCc2csc(NC(=O)Nc3ccccc3)n2)CC1	-18
52	Cc1ccc(C)c(S(=O)(=O)c2cn(C)c3cc(F)c(F)cc3c2=O)c1	-2
53	CC(=CC(=O)c1ccc(Br)cc1)NCc1ccc2c(c1)OCO2	-8
54	O=C(c1cc(-n2cccc2)ccn1)N1CCN(C/C=C/c2ccccc2)CC1	-10
55	COc1ccc(-c2csc3c(=O)[nH]c(N4CCCC(C(=O)NCc5ccco5)C4)nc23)cc1OC (stereo unspecified)	-15
56	CC1(C)CC(=O)c2sc(NC(=O)/C=C/c3ccco3)nc2C1	19
57	Cc1nc(-n2nc(-c3cccs3)cc2NC(=O)COc2ccc(C(C)C)cc2)[nH]c(=O)c1C	-8
58	COc1ncc(NS(=O)(=O)c2cccc(C)c2)c(N2CCCC2)n1	1
59	O=C(Nc1ccccc1-c1cn2ccsc2n1)c1cc(=O)[nH]cn1	39
60	COc1ccc(C2=Nc3ccccc3SC(C(=O)O)C2)cc1 (stereo unspecified)	-20

Other entries follow:
entry	mol	SSB-PriA inh
61	COc1ccc(OC)c(-n2nnc(C(=O)NCc3ccco3)c2N)c1	9
62	O=S1(=O)N=C(N(CCO)N=C/C=C/c2ccccc2)c2ccccc21	-7
63	COc1ccc2[nH]cc(CCNC(=O)CN3C(=O)S/C(=C\c4ccc(F)cc4)C3=O)c2c1	-3
64	C=CCN1C(=O)C(C)(C)COc2ccc(NC(=O)c3cccs3)cc21	2
65	COc1ccccc1OCC#CCNS(C)(=O)=O	-12
66	O=C(c1ccncc1)N1CCCC1CS(=O)(=O)c1ccccc1 (stereo unspecified)	5
67	O=S(=O)(c1ccc(OC(F)(F)F)cc1)N1CCC(c2ccsc2)CC1	-18
68	CCOC(=O)c1sc(NC(=O)c2cc(C)nn2CC)nc1-c1ccccc1	6
69	Cn1cc(C(=O)NC[C@@](O)(c2ccccc2)C(F)(F)F)nn1	-8
70	CC1CCN(CCC(=O)O)CC1	-8&5
71	CC(NC(=O)CSc1ncc(S(=O)(=O)c2ccccc2)c(N)n1)c1ccccc1 (stereo unspecified)	17
72	O=C(O)CCCN1C(=O)C2C3CC(C2C1=O)C1C(c2cccs2)c2sc(=O)[nH]c2SC31 (stereo unspecified)	8
73	CO[C@@](C)(CNC(=O)c1ccccc1C(F)(F)F)c1cccc(Cl)c1	-12
74	O=C(CCCSc1ccc(NC(=O)c2ccc(F)cc2)nn1)Nc1ccccn1	-1
75	Cn1nc(-c2ccc(F)cc2)cc1N	6
76	O=C(NCc1ccc(F)cc1)NCC1CN(c2ccc(Cl)c(Cl)c2)C(=O)O1 (stereo unspecified)	0
77	CCC(=O)Nc1ccc(S(=O)(=O)NCC2(c3ccsc3)CCCC2)c(C)c1	31
78	Cc1nn(C)c(C)c1S(=O)(=O)NCCn1nc(-c2ccccn2)c2c1CCCC2	-13
79	CCc1cnc2c(c1SCC(=O)Nc1ccccc1F)c(=O)n(C)c(=O)n2C	-21
80	COc1cc(S(=O)(=O)n2cnc(C)c2)ccc1I	-3
81	Cc1ccc(S(=O)(=O)NCCCCCC(=O)Nc2ccncc2)cc1	-4&-16
82	O=C(NCCN1Cc2cc(Cl)ccc2OCC1=O)c1ccoc1	-10
83	COc1ccc(S(=O)(=O)Nc2ccc3c(c2)CCCN3C(=O)C2CC2)cc1C	-14
84	CCCCS(=O)(=O)N1CCCC(c2nnc(-c3ccc4c(c3)OCO4)o2)C1 (stereo unspecified)	-4
85	CCOc1cn(C)c(C(=O)Nc2ccc(Oc3ccccc3)cc2)cc1=O	-7
86	Cc1c(Cl)ccc2sc(NCCCN(C)C)nc12	-11
87	Cc1cnc(-c2ccccn2)nc1N	151*
88	C=CCNC(=O)Cn1c(CO)c[nH]c1=S	-1
89	O=C(CS(=O)(=O)c1ccc(F)cc1)N(CCCN1CCOCC1)c1nc2c(F)cc(F)cc2s1	-7
90	O=C(NCCCn1nc(-c2ccco2)ccc1=O)c1ccc(-c2ccccc2)cc1	-10
91	O=C(NN=Cc1cccc([N+](=O)[O-])c1)c1nc2ccccc2c(=O)[nH]1	-10
92	O=C(CSc1cccc2cccnc12)Nc1cccc([N+](=O)[O-])c1	88*
93	CCOc1ccccc1NC(=O)Cn1c(=O)n(CCCCC(=O)NC(C)C)c(=O)c2ccccc21	13
94	COC(=O)c1cn(Cc2ccc(OC)c(F)c2)nc1S(=O)(=O)N1CCSCC1	-18
95	CCOc1ccc(S(=O)(=O)NCC(c2cccn2C)N2CCCC2)cc1C (stereo unspecified)	21
96	NC(=O)NN=Cc1ccc(-c2cccc(C(F)(F)F)c2)o1	1
97	CCCNC(=O)Cc1coc2ccc3ccccc3c12	5
98	O=C(Cn1cnc2ccccc21)N1CCCC(S(=O)(=O)c2ccc(F)cc2)C1 (stereo unspecified)	-11
99	COc1ccc(OC)c(-n2c(CNC(=O)COc3ccccc3)nnc2SCC(=O)Nc2nc3ccccc3s2)c1	8
100	CCOC(=O)Nc1cccc(N2CCCS2(=O)=O)c1	-7
101	COC(=O)N1CCC(CNC(=O)NCc2ccc(Cl)cc2)CC1	-15
102	O=C(Cc1csc(NC(=O)c2ccc[nH]c2=O)n1)Nc1ccc2c(c1)OCCO2	-11
103	COc1cccc(C(=O)NCCn2nc(-n3cncn3)ccc2=O)c1	-11
104	O=c1c2c(-c3ccccc3)csc2ncn1N=Cc1c2ccccc2cc2ccccc12	2
105	COc1ccc(C=Nc2oc(-c3ccccc3)cc2C#N)cc1OC	-5
106	CN(C)c1nccc(CNC(=O)COc2ncccn2)n1	1
107	COc1ccc(S(=O)(=O)CCC(=O)Nc2nnc(C3CCCCC3)o2)cc1	-7
108	Cc1cc(NC(=O)c2ccc3c(c2)OCCO3)on1	5
109	O=C(Nc1nc(-c2ccccn2)cs1)c1ccc(-n2cccn2)cc1	49
110	Cc1ccc(OCC(=O)NN=Cc2cc([N+](=O)[O-])ccc2N2CCCCC2)cc1	-12
111	CCOC(=O)N1CCN(C(=O)CSc2ccc(-c3sc(C)nc3C)nn2)CC1	-15
112	CCC(=O)N1CCc2ccc(NC(=O)c3cccs3)cc2C1	6
113	O=C(NCCCn1ccc2cccnc21)c1cccc(Br)c1	-14
114	COc1cc(NC(=O)Cn2cnc3c(-c4ccccc4)csc3c2=O)cc(OC)c1OC	-6
115	O=C(NCc1ccnc(N2CCCC2)n1)c1cccc(Cl)c1	-6
116	COC(=O)c1ccc(C(=O)NCCn2ccn3nc(-c4cccs4)cc23)cc1	-10
117	COC(=O)c1ccc2c(=O)n(CCC(=O)NCC3CCCO3)c(=S)[nH]c2c1 (stereo unspecified)	-12
118	Cn1ccnc1N1CCN(C(=O)CCCc2ccccc2)CC1	7
119	N#Cc1ccc(Cl)cc1NC(=O)C(=O)NC1CCCC1	-12
120	CCc1nc2c(sc3cccc(F)c32)c(=O)n1CC(=O)Nc1ccccc1OC	-20

The results go on:
entry	mol	SSB-PriA inh
121	O=C(CC1SC(=NN=Cc2ccco2)NC1=O)Nc1ccccc1 (stereo unspecified)	9
122	CN(C)C(=O)Nc1ccc(Br)cc1	-2
123	NS(=O)(=O)c1ccc(Cl)c(Cl)c1	0
124	N#Cc1nc(-c2ccc(S(=O)(=O)N3CCc4ccccc4C3)cc2)oc1NCCN1CCOCC1	-56
125	COCCNC(=O)Cn1c(=O)c2c(N3CCN(C(=O)c4ccco4)CC3)ccnc2n(C)c1=O	-4
126	CCOC(=O)c1c(C)oc2c1c(C=Nc1nc(C)cc(C)n1)c(O)c1ccccc12	-5
127	O=C(c1ccc2nsnc2c1)N1CCN(C(=O)c2cnn3ccccc23)CC1	-16
128	O=S1(=O)CCC(CNS(=O)(=O)c2ccc(Cl)cc2)C1 (stereo unspecified)	-1
129	NC(=O)c1cc([C@@H]2CCCCN2C(=O)c2ccccc2C(F)(F)F)[nH]n1	1

Not all compounds are listed; the hit share may differ from the screen's.
